CHT PAM: allosteric activators of human choline transporter CHT | Q9GZV3 | CHT-expressing cells, membrane potential dye, choline EC20; active compounds read high; LV-AA mutant CHT in HEK293 cells | B-score at 10 µM | 0.49% of 310,000 active;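 active = initial fluorescence not abnormally high and integrated response B-score, plate-corrected, over 3 SD above library mean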
Target sequence (Q9GZV3 whole entry, looked up): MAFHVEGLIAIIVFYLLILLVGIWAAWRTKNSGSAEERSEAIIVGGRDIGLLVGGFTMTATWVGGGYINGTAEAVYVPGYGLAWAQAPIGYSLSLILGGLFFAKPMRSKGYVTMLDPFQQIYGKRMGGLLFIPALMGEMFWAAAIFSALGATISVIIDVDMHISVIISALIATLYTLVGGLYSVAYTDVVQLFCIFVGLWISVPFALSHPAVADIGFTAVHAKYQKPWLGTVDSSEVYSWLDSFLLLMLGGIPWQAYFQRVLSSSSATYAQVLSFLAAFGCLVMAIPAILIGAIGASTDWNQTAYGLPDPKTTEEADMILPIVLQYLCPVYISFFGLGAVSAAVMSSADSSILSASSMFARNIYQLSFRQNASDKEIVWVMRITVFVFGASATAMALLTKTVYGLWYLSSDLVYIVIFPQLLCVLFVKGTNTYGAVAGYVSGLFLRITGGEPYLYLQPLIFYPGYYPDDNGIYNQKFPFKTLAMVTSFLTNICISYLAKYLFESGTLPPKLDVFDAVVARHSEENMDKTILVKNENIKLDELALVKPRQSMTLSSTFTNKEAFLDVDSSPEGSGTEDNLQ
OX1R antagonist: blocks the human orexin 1 receptor. O43613. CHO/OX1R cells, Fluo-8 calcium fluorescence, orexin A. inhibition, % at 5 µM. 0.43% of 330,000 active. AID 434989;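 active = inhibition above its plate's threshold, mean inhibition of all tested compounds on the plate plus 3 SD, cut at about 37% in these data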;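 note: 0% = orexin A challenge wells and 100% = SB-334867-A antagonist wells; not every result past the cut was called active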
Target sequence (O43613 whole entry, looked up): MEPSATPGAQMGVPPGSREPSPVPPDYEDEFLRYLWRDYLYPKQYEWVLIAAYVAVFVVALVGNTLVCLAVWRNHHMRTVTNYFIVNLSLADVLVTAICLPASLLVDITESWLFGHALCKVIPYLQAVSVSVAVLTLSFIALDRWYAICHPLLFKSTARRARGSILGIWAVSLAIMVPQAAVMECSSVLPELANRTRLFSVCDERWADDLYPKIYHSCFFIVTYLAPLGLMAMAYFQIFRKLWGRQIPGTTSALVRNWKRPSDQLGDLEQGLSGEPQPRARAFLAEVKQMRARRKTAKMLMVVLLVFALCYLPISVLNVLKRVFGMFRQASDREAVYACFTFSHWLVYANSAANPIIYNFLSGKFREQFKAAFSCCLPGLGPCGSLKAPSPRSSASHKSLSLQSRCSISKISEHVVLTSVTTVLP
An asterisk follows results filed as active; i = inactive; . = no result given; & = joins results of further samples.

The line under a structure holds: CHT PAM	OX1R antagonist
- Cc1ccc(OCc2nc3c4c(ncn3n2)-c2ccccc2CC42CCCC2)cc1
  i	-7.3
- COc1ccccc1C(=O)NC(=O)COC(=O)CNC(=O)c1ccccc1
  i	-4.3
- C=C(C)C(=O)Nc1ccc(NC(C)C)cc1
  i	-6.0
- COc1cccc(CNC(=O)CCNS(=O)(=O)c2cccc3nsnc23)c1
  i	-9.9
- O=C(NN1CCOCC1)c1ccc(Cl)c(Cl)c1
  i	-15.9
- NC(=O)C1(N2CCCCC2)CCN(C(=S)Nc2ccc(F)cc2)CC1
  i	-6.2
- O=[N+]([O-])c1cc([N+](=O)[O-])c(Oc2cccc(Cl)c2Cl)cc1NN1CCCCC1
  i	-3.1
- COc1cccc(NC(=O)CN(C)C(=O)c2cccnc2Sc2ccc(C)c(C)c2)c1
  i	-33.9
- COc1ccc(C2C(=O)N(C3CCCCCC3)CC(=O)N2Cc2ccccc2)cc1OC (stereo not given)
  i	-39.9
- O=C(C[C@H]1C/C=C\C[C@@H](NC(=O)OCC2c3ccccc3-c3ccccc32)C(=O)O[C@@H](c2ccccc2)CNC1=O)N[C@H](CO)Cc1ccccc1
  .	-18.2
- N=c1c(C(=O)NCc2ccc(F)cc2)cc2c(=O)n3ccccc3nc2n1CCCN1CCOCC1
  i	-1.8
- O=S(=O)(Cc1ccccc1)N(O)c1ccccc1
  i	-7.3
- CC1(C)CC(NC(=O)c2cc(COc3cccc(C(F)(F)F)c3)on2)CCO1 (stereo not given)
  i	3.0
- Cc1ccc(C(=O)N2CCC3(CC2)Oc2ccc(F)cc2C(=O)C32CC(c3ccc(Cl)cc3)=NO2)s1 (stereo not given)
  i	-22.2
- COc1cc2ccccc2cc1C(=O)N(CCN(C)C)c1nc2c(F)cccc2s1
  i	-24.4
- O=C(O)c1ccc2ccc3ccccc3c2c1
  i	-20.2
- O=C1Cc2ccccc2C(=O)N1OCc1ccc(Cl)cc1Cl
  i	-38.0
- Cc1ccc(CN(C(=O)c2sc3ccccc3c2Cl)C2CCS(=O)(=O)C2)cc1 (stereo not given)
  i	1.6
- Cc1ccc2c(c1)N/C(=C(\C=C(/Cl)[N+](=O)[O-])[N+](=O)[O-])N2
  i	-11.4
- Cc1cc(Nc2ccc(C)c(F)c2)n2ncnc2n1
  i	-1.9
- CC(C)CCN(C(=O)Cc1ccc(Cl)c(Cl)c1)c1c(N)n(Cc2ccccc2)c(=O)[nH]c1=O
  i	-23.2
- CN(C(=O)CSc1nnc(-c2ccccc2)c(-c2ccccc2)n1)C1CCS(=O)(=O)C1 (stereo not given)
  i	-17.8
- CC(C)(C)NC(=O)CSc1nnc(-c2ccncc2)n1Cc1ccccc1
  i	-17.6
- Cc1ccc(C(=O)NS(=O)(=O)c2ccc(C)cc2)cc1
  i	-9.7
- CCc1ccc(NC(=O)C(C)OC(=O)c2cccc(S(=O)(=O)N3CCc4ccccc4C3)c2)cc1 (stereo not given)
  i	-12.1
- N#Cc1cnn(-c2ccccc2)c1N
  i	-15.9
- COc1cc([N+](=O)[O-])ccc1NC(=S)N1CCN(c2ccccn2)CC1
  i	-12.7
- CCOc1cc(/C=C2\C(=O)ON=C2c2ccccc2)cc(Br)c1O
  i	-0.3
- Cc1c(NS(=O)(=O)c2ccc(C(=O)NCc3ccc(F)cc3)cc2)c(=O)n(-c2ccccc2)n1C
  .	-21.9
- Cc1ccc(N2CN=C(c3ccccc3)NC2=S)cc1
  i	-15.7
- Cc1ccc(Nc2nnc(SCC(=O)c3cc4ccccc4o3)s2)cc1C
  i	-11.5
- O=C(Nc1ccon1)c1ccc(F)c(S(=O)(=O)N2CCCCC2)c1
  i	4.5
- CN(C)S(=O)(=O)c1cccc(NC(=O)c2ccc(S(=O)(=O)N3CCCC3)cc2)c1
  i	-1.1
- COc1ccc(N(C(=O)C(C)C)S(=O)(=O)c2cccc([N+](=O)[O-])c2)cc1
  i	-19.8
- CC(=O)NCCc1cc2ccc(C)cc2[nH]c1=O
  i	-3.7
- COc1ccc(NC(=O)CSCc2cc(=O)n3c(C)csc3n2)cc1
  i	-27.0
- Cc1noc(C)c1NC(=O)N1CCN(Cc2ccccc2)CC1
  i	-12.4
- Cc1ccc2c(c1)c1c(n2CC(O)Cn2c(C)nc3ccccc32)CCCC1 (stereo not given)
  i	-18.6
- CC(C)Cc1cc(C(=O)N2CCN(c3ccc(F)cc3)CC2)no1
  i	-15.6
- Cn1cc(/C=C(\C#N)C(=O)Nc2ccccc2O)c2ccccc21
  i	56.7*
- COc1cc(OC)cc(C(=O)N[C@H](C(=O)Nc2nc(-c3cc(OC)ccc3OC)cs2)C(C)C)c1
  i	-0.2
- COC(=O)CSc1nc2ccccc2o1
  i	-17.8
- C=CCNC(=O)C(=O)N/N=C/c1ccco1
  i	-9.8
- [O-]/C(=C(\C(=S)Nc1cccc2ccccc12)[n+]1ccccc1)c1ccc(Cl)s1
  i	-1.5
- Nc1cccnc1Oc1ccc(F)cc1F
  i	-3.4
- Cn1cccc1Cc1nnc(SCC(=O)N2CCCC2)n1CCc1ccccc1
  i	14.8
- COc1cc(/C=C/C(=O)Nc2nnc(CC(C)C)s2)cc(OC)c1OC
  i	-47.7
- Cc1ccccc1Nc1c(-c2cccnc2)nc2ccccn12
  7.53*	-19.7
- O=C(Nc1ccon1)c1csc2ccccc12
  i	-9.9
- CC1c2ccccc2SC(CCCN(C)C)c2ccccc21 (stereo not given)
  i	-9.9
- Cc1ccc(N=C/C(C(=O)C(F)(F)F)=C(\O)c2cccs2)cc1
  i	-18.1
- Cc1ccc(OCC(=O)N2CCc3ccccc32)c([N+](=O)[O-])n1
  i	-4.9
- CC(=O)c1ccccc1NC(=O)COC(=O)C1CCCN1S(=O)(=O)c1ccccc1F (stereo not given)
  .	-12.5
- COC(=O)c1ccc(-c2nc(CN3CCCN(C(=O)c4ccco4)CC3)c(C)o2)cc1
  i	-23.9
- C/C(Cn1nc([N+](=O)[O-])cc1C)=N\NC(=O)c1ccc(O)cc1O
  i	-7.4
- COCCNC(=O)c1cn(C)c2ccc(S(=O)(=O)N3CCCCC3)cc2c1=O
  i	-23.2
- Cc1ccnc(NS(=O)(=O)c2ccc(N)cc2)n1
  i	-7.0
- CC(C)CN(CC(C)C)C(=O)C12CCC(C)(C(=O)C1)C2(C)C (stereo not given)
  i	-21.5
- OCCn1c(Cl)nc2ccccc21
  i	-18.0
- CC1=NN(C(=O)COc2ccccc2)C(O)(c2cccnc2)C1 (stereo not given)
  i	7.3

Compounds from the list above that have a CF3 group (two):
The line under a structure holds: CHT PAM	OX1R antagonist
- CC1(C)CC(NC(=O)c2cc(COc3cccc(C(F)(F)F)c3)on2)CCO1 (stereo not given)
  i	3.0
- Cc1ccc(N=C/C(C(=O)C(F)(F)F)=C(\O)c2cccs2)cc1
  i	-18.1

Next part:
The line under a structure holds: CHT PAM	OX1R antagonist
- CC(=O)c1csc(COc2ccc(Cl)cc2)n1
  i	-1.4
- CCOc1ccc(C(=O)CCC(=O)N(CC)CC(=O)Nc2c(F)cccc2F)cc1
  i	-26.5
- CCOC(=O)C1(CCCc2ccccc2)CCN(C(=O)c2ccoc2)CC1
  i	-28.5
- CCCOC(=O)c1ccc(NC(=O)c2c(Cl)ccc(Cl)c2OC)cc1
  i	-35.7
- CCOC(=O)[C@H](CCc1ccccc1)N[C@@H](C)C(=O)N1CCC[C@H]1C(=O)O
  i	-5.4&-4.8
- O=C(Nc1cccc(C(F)(F)F)c1)c1cccnc1
  i	-7.2
- COCCNC(=O)CSCc1nc(-c2ccc(SC)cc2)oc1C
  i	-9.4
- O=S(=O)(Nc1nc2ccccc2s1)c1ccc(Cl)s1
  i	-3.6
- COc1ccc([C@H]2CC(=O)C=C(c3ccc(O)cc3)C2)cc1OC
  .	-7.9
- COC(=O)c1ccc(C2C(C(=O)OCC(C)C)=C(C)N=C3SCCC(=O)N32)cc1 (stereo not given)
  i	-2.9
- CCn1c(NCCO)nc2c(c1=O)C(C)(CC)Cc1ccccc1-2 (stereo not given)
  i	-17.9
- CCn1nc(C(=O)OCC(=O)NCCN2C(=O)CSC2=O)c2ccccc2c1=O
  i	-13.3
- COc1ccc(CNC(=O)c2cc3c(=O)n4ccccc4nc3n(Cc3cccnc3)c2=N)cc1
  i	-13.2
- CN(C)CCNS(=O)(=O)c1ccc(Cl)cc1
  i	-0.4
- O=C(CCSCCc1ccccn1)Nc1ccc(Cc2ccncc2)cc1
  i	-21.2
- O=C(COc1ccccc1)NCC(=O)Nc1ccc(S(=O)(=O)NCc2ccco2)cc1
  i	-1.2
- O=C(Nc1ccc2[nH]c(=O)[nH]c2c1)c1cc(F)c(F)cc1Cl
  i	-2.6
- O=C(COc1ccc(F)cc1)c1c(O)cc(O)cc1O
  i	4.9
- CCOC(=O)c1ccccc1NC(=O)COC(=O)CCC(=O)c1ccc(C)cc1
  i	-23.1
- CCOc1ncccc1C(=O)OCC(=O)NCCc1ccc(OC)cc1
  i	0.3
- O=C(NCCN1CCOCC1)c1ccc2c(c1)N(Cc1ccccc1F)C(=O)c1ccccc1S2
  i	-11.5
- CC(NC(=O)Nc1cccc(Cl)c1)C(c1cccs1)N1CCCC1 (stereo not given)
  i	-16.8
- COc1ccccc1CNC(=O)C1CCC(CNC(=O)[C@@H]2Cc3ccccc3CN2)CC1 (stereo not given in full)
  i	-37.8
- CCC(C)N(C(=O)Cn1nc(C)c([N+](=O)[O-])c1C)C1CCS(=O)(=O)C1 (stereo not given)
  i	-1.5
- Cc1ccccc1Nc1cccc2nonc12
  i	5.5
- N/C(Cc1cccc2ccccc12)=N\OC(=O)Cc1cccs1
  i	-9.0
- CN(CC(=O)Nc1cccc(F)c1)CC(=O)Nc1ccc(Cl)cc1[N+](=O)[O-]
  i	-7.7
- Oc1ccc2ccccc2c1C=Nc1ccccc1-c1nc2ccccc2[nH]1
  i	-10.1
- CCN(CC)Cc1nc2c(c(=O)[nH]1)C1(CCCCC1)Cc1ccccc1-2
  i	-8.0
- CN(CC(=O)Nc1ccccc1C(F)(F)F)C(=O)CSc1nnnn1C
  i	-3.0
- O=C(O)c1cccc(S(=O)(=O)N2CCc3ccccc3C2)c1
  i	-7.5
- COc1ccc(CC(=O)Nc2ccccc2NC(=O)Cc2ccc(OC)cc2)cc1
  i	-21.3
- O=C(CN1CCOCC1)NC1C2CC3CC(C2)CC1C3 (stereo not given)
  i	1.7
- NC(=O)C1CCN(C(=O)CCNS(=O)(=O)c2ccccc2F)CC1
  .	0.1
- Cn1c(=O)[nH]c2nnc(-c3ccc(Cl)c(Cl)c3)nc2c1=O
  i	-15.2
- Cc1c(OC(C)C(=O)NCCCn2ccnc2)ccc2c3c(c(=O)oc12)CCC3 (stereo not given)
  i	-32.9
- CN(C)CC(C)(C)CN=Cc1c(O)[nH]c2ccccc12
  i	-15.4
- O=[N+]([O-])c1ccc(S(=O)(=O)Nc2ccccn2)cc1
  i	-10.0
- COc1ccc(NC(C)=O)cc1S(=O)(=O)N1CC=C(c2ccccc2)CC1
  .	1.8
- O=C(c1cc(-c2ccncc2)nc2ccc(Cl)cc12)N1CCN(C(=O)C2CCCO2)CC1 (stereo not given)
  i	-13.7

Sorted by molecular weight (falling): some entries from above
The line under a structure holds: CHT PAM	OX1R antagonist
- O=C(c1cc(-c2ccncc2)nc2ccc(Cl)cc12)N1CCN(C(=O)C2CCCO2)CC1 (stereo not given)
  i	-13.7
- CN(CC(=O)Nc1cccc(F)c1)CC(=O)Nc1ccc(Cl)cc1[N+](=O)[O-]
  i	-7.7
- CCC(C)N(C(=O)Cn1nc(C)c([N+](=O)[O-])c1C)C1CCS(=O)(=O)C1 (stereo not given)
  i	-1.5
- CCN(CC)Cc1nc2c(c(=O)[nH]1)C1(CCCCC1)Cc1ccccc1-2
  i	-8.0

More structures
The line under a structure holds: CHT PAM	OX1R antagonist
- Cc1ccc(NC(=O)CNc2cccc(Br)c2)cc1S(=O)(=O)N1CCOCC1
  .	16.2
- COc1ccccc1NC(=O)N1CCN(c2ccc3nncn3n2)CC1
  i	0.4
- COc1ccccc1N1CCN(Cc2cc(=O)c(OCC(=O)Nc3ccccc3)co2)CC1
  i	-20.9
- CC(C)(C)NC(=O)CCN(/N=C/c1ccccc1F)C1=NS(=O)(=O)c2ccccc21
  i	-32.2
- Cc1ccc(C(=O)C2CCN(CC(=O)N3CCN(c4ccc(F)cc4)CC3)CC2)cc1
  i	-22.1
- CCN(CC)c1ccc(NC(=O)OC)cc1
  i	-9.2
- O=C(NCc1ccco1)c1ccc2c(c1)N(Cc1ccccc1)C(=O)CS2=O (stereo not given)
  i	-3.9
- CN(C)CCOc1cc(Cl)cc(Cl)c1
  i	4.2
- Cc1ccc(S(=O)(=O)N2CCOCC2)s1
  i	4.0
- CCOC(=O)c1c(-c2ccccc2)csc1NC(=O)c1ccc(S(=O)(=O)N2CC(C)OC(C)C2)cc1 (stereo not given)
  i	-8.3
- CN1C(=O)/C(=C/c2cccc(Cl)c2)Sc2ccc(C(=O)N3CCOCC3)cc21
  i	-16.1
- COC(=O)[C@@H]1CCCN1Cc1nc(Cc2ccc(OC)c(OC)c2)no1
  i	-16.4
- Cn1ccc2c([N+](=O)[O-])cccc2c1=O
  i	-8.5
- O=C(CCC(=O)Nc1ccc(Br)cc1)N/N=C/c1ccc(F)cc1
  i	-16.0
- CCOc1ccc(C(=O)COC(=O)CN2C(=O)NC3(CCCCC3C)C2=O)cc1 (stereo not given)
  .	-25.5
- COc1ccc(CN2CCN(Cc3ccccc3F)CC2)c(OC)c1
  i	-26.3
- O=c1ccc(-c2ccccc2)nn1Cc1ccc(F)cc1Cl
  i	-30.5
- O=C(O)c1ccc(/C=N/NC(=S)NC2CCCCC2)cc1
  i	7.0
- Cc1c(C(=O)NC2CCCCC2C)oc2ccccc12 (stereo not given)
  i	-23.3
- Cc1ccc(OC(=O)c2ccccc2P(=O)(O)O)cc1
  i	19.0
- CCOC(=O)N1CCN(c2c(N3CCc4ccccc4C3)c(=O)c2=O)CC1
  i	-11.8
- O=C(Cn1c(NCCCCl)nc2ccccc21)c1ccccc1
  .	-21.3
- O=C(c1c(F)cccc1F)N(Cc1cccs1)C1CCCC1
  i	-30.5
